TEAD-YAP block: TEAD-YAP interaction inhibition. HEK-TIYL cells, TEAD-Gal4/YAP UAS-luciferase luminescence. inhibition, % at 9.12 µM. 640,000 compounds, 1.4% hits. AID 1259422; in the data active means inhibition above about 32%;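 further: 0% = median of test compound wells and 100% = reference inhibitor wells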
GPR151 activ: activators of human GPR151 | PathHunter beta-arrestin GPR151 cells, luminescence | activation, % at 11.2 µM | 650,000 compounds, 1% hits | AID 1508602; in the data active means activation above about 4.9%;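 further: 0% = median of compound wells and 100% = cells with positive control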
Target sequence (Q8TDV0 whole entry, looked up): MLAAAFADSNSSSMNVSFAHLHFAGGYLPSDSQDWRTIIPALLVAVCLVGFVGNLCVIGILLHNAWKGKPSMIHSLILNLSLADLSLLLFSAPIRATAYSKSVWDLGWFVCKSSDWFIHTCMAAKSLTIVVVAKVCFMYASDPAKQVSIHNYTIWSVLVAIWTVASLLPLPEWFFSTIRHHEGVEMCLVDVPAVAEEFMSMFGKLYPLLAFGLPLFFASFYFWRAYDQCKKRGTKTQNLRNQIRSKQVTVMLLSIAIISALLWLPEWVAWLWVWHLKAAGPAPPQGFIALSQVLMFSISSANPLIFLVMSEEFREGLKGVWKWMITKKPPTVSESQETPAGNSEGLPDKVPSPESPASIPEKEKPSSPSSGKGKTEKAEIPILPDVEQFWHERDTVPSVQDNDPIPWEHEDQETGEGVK
FBW7 act: activators of human E3 ligase FBW7. AlphaScreen FBW7–phospho-cyclin E peptide binding, activator screen. normalized activity (activation), % at 26.1 µM. 650,000 compounds, 0.13% hits; in the data active means normalized activity above about 1.9%;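 further: purified mutant Fbw7 with reduced substrate affinity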
MITF inh: inhibitors of human MITF; AlphaScreen MITF homodimerization, bead proximity signal; 650,000 compounds, 0.91% hits; O75030; inhibition, % at 2.6 µM; AID 1259374; in the data active means inhibition above about 50%;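 further: 0% = vehicle wells with protein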
Target sequence (O75030 whole entry, looked up): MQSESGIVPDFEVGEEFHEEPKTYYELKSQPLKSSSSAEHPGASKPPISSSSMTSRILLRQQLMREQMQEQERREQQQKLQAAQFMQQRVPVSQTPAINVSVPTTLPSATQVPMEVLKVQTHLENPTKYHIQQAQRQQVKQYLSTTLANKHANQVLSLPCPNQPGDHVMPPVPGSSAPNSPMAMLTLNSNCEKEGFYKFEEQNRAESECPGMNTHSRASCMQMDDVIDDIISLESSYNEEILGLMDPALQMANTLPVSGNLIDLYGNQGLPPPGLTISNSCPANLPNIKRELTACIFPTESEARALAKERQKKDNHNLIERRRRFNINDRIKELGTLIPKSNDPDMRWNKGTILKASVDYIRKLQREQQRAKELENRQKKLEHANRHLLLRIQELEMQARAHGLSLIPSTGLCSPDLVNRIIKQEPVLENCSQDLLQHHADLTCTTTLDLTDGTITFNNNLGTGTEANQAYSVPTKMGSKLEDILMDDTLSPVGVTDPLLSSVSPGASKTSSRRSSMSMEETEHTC
Active calls of the source: *; x = not tested or not shown; & = joins results of further samples.

Each structure is followed by: TEAD-YAP block	GPR151 activ	FBW7 act	MITF inh
1: CCc1ccc(S(=O)(=O)Nc2ccc(O)c(Sc3nc4ccccc4s3)c2)cc1
    -7.7	0.5	-0.1	3.7
2: COc1ccc(NC(=O)CN2N=NC3C(=O)N(c4cccc(Cl)c4)C(=O)C32)c(OC)c1 (stereo unspecified)
    0.6	0.1	-0.3	-8.3
3: O=C(O)CCS(=O)(=O)c1ccc2[nH]c(=O)oc2c1
    -9.3	-1.6	0.0	-8.7
4: COCc1ccc(CN2CCOc3ccc(C(C)(O)COc4ccccc4)cc3C2)o1 (stereo unspecified)
    -10.2	-0.3	0.1	-11.9
5: COc1ccc(NC(=O)CCSc2nc3ccccc3o2)cc1
    -4.9	0.3	0.0	0.8
6: CCOC(=O)N1CCC(NC(=O)c2cc(C(c3ccccc3)c3ccccc3)no2)CC1
    -57.4	-0.7	-0.2	-22.1
7: CNC1(C)C2CCC(C2)C1(C)C (stereo unspecified)
    0.6&-0.3	2.3&0.1&-1.5	0.0&0.2&0.2	-17.3&16.8&-5.9
8: CCOc1ccc(C2Nc3ccccc3C(CC)(CC)O2)cc1OC (stereo unspecified)
    -1.8	-1.5	0.2	17.7
9: N#Cc1ccsc1NC(=O)CN(Cc1ccccc1)Cc1ccccc1
    3.1	0.5	0.1	6.2
10: Cc1ccccc1NC(=O)CN1CCC(NC(=O)Nc2ccccc2)CC1
    20.4	2.3	0.0	3.7
11: CCOc1ccc2nc(N3CCC(NCc4cnc(C)cn4)CC3)nc(C)c2c1
    -2.1	2.0	-0.1	6.3
12: COC(=O)c1cc(CCC=C(C)C)nc2ccccc12
    4.7	-1.3	0.0	6.7
13: COc1cccc(-c2noc(C3CCCN(C(=O)c4ccccc4OC)C3)n2)c1 (stereo unspecified)
    -21.4	-0.5	-0.1	0.9
14: CCC(=O)Nc1ccc(-c2ccc3nncn3n2)cc1
    6.2	1.0	-0.1	-1.2
15: CCN1C(=O)c2ccc(NC(=O)c3ccco3)c3cccc1c23
    1.5	1.3	0.1	0.3
16: CCOC(=O)c1ccc(-n2c(=S)sc3c(=O)n(CC4CCCO4)c(SCC(=O)N(CC)CC)nc32)cc1 (stereo unspecified)
    -3.1	-0.8	-0.1	1.7
17: O=C(c1ccccc1O)N1CCN(C(=O)c2ccccc2O)CC1
    -5.8	0.5	-0.1	-11.9
18: CC1CN(Cc2nc3c([nH]2)c(=O)[nH]c(=O)n3C)CC(C)O1 (stereo unspecified)
    -3.6	1.0	-0.1	11.2
19: CCC(c1nnnn1Cc1cccs1)N1CCN(c2ccc(F)cc2)CC1 (stereo unspecified)
    -8.4	1.7	-0.4	-2.2
20: Cc1nn(-c2ccccc2)c(C)c1/C=N/O
    -18.5	1.2	-0.1	4.0

The list goes on.
Each structure is followed by: TEAD-YAP block	GPR151 activ	FBW7 act	MITF inh
21: Fc1ccc(NC(=S)NC23CN4CN(CN(C4)C2)C3)cc1Cl
    -5.8	-0.1	-0.1	16.2
22: COc1cc2nc(Oc3ccccc3)nc(Nc3ccccc3)c2cc1OC
    37.6*	0.5	0.0	0.8
23: CCOc1ccc(N2C(=O)CC(SCC(=O)Nc3ccccc3)C2=O)cc1 (stereo unspecified)
    -4.1	0.2	-0.1	1.8
24: O=C1OC(c2cccc(I)c2)=N/C1=C\c1cccc([N+](=O)[O-])c1
    16.5	-1.2	0.3	12.0
25: O=C(O)CCC(=O)c1ccc(I)cc1
    -0.2	-0.5	-0.1	8.7
26: CC(=O)OC(=C(Cl)Cl)c1ccc(C(OC(C)=O)=C(Cl)Cl)cc1
    41.7*	3.9	0.3	-0.6
27: CC(=O)N1CCN(Cc2ccc3c(c2)CN(C(=O)c2cccc(Cl)c2F)CCO3)CC1
    -2.9	1.6	0.3	1.6
28: Fc1ccc(CN2CCN(Cc3ccc4ccccc4c3)CC2)cc1
    -7.4	1.0	-0.1	78.7*
29: CCOc1ccc(/C=N/NC(=O)c2ccc(F)cc2)cc1
    -34.5	-1.9	0.5	12.8
30: COc1ccc(C(=O)N2c3ccccc3N=C(c3ccc(C)cc3)CC2c2ccccc2)cc1 (stereo unspecified)
    -7.0	1.0	-0.1	0.7
31: Cc1ncc2c(c1O)COC(C)(C)OC2
    12.3	-0.6	0.0	6.8
32: Cc1ccc(C(C)(C)C)cc1SC1CC(=O)C2OCC1O2 (stereo unspecified)
    3.5	0.7	0.1	10.5
33: O=C(N/C(=C\c1cccc([N+](=O)[O-])c1)C(=O)N1CCCCC1)c1cccs1
    -9.2	-0.2	0.0	5.8
34: CCCNC(=O)c1cc(-c2ccc(Br)cc2)on1
    -50.1	-0.9	0.1	-18.6
35: Cc1nnc(SCC(=O)n2c3c(c4ccccc42)CCCC3)s1
    -11.3	-0.6	-0.1	-2.2
36: COc1cccc([C@@H](C)NC(=O)C2CC(=O)c3sc(NC(C)=O)nc3C2)c1 (stereo partly specified)
    6.5	-0.1	0.1	5.3
37: CC(C)(C)NS(=O)(=O)c1ccc(-c2nnc(SCC(=O)c3ccc(F)cc3)o2)cc1
    5.5	0.9	1.2	6.5
38: O=c1c(-c2ccccc2)c(C(F)(F)F)oc2c(O)c(O)ccc12
    9.4	-0.3	-0.5	-29.3
39: Cc1cccc(Cl)c1OCCN1CCCC1
    -9.3	1.0	-0.2	21.0
40: O=C(NCCCN1CCCC1=O)c1ccc2c(Cl)c3c(nc2c1)CCCC3
    7.2	-0.7	-0.2	14.1

Further compounds follow:
Each structure is followed by: TEAD-YAP block	GPR151 activ	FBW7 act	MITF inh
41: O=C(CN1C(=O)C2C3C=CC(C4CC34)C2C1=O)Oc1ccccc1 (stereo unspecified)
    8.6	2.3	0.1	7.5
42: CCOc1ccc2nc(SCCC#N)nc(C)c2c1
    1.1	1.1	0.1	7.9
43: O=C(Nc1nc(-c2ccc(Cl)c(Cl)c2)cs1)c1ccc(S(=O)(=O)N2CCOCC2)cc1
    4.7	3.5	-0.1	4.9
44: CSc1nc(C)cc(OCCNS(=O)(=O)c2ccc(C)cc2)n1
    -11.9	0.4	0.1	8.8
45: Cc1nn(Cc2nc(-c3ccc(F)cc3)no2)c(C)c1[N+](=O)[O-]
    1.7	1.9	-0.1	17.9
46: COc1ccc2c(CN3C(=O)C(=O)N(C4CCCC4)C3=O)cc(=O)oc2c1
    -18.8	10.2*	0.0	3.5
47: COC(=O)c1ccc(COC(=O)c2cnccn2)cc1
    3.8	-3.1	1.4	11.5
48: COCc1cc(C)n(CC(=O)Nc2cccc(C)c2)c(=O)c1C#N
    -3.6	-1.9	0.3	-11.5
49: Cc1ccc(N(CC(=O)NCCSc2ccc(Cl)cc2)S(C)(=O)=O)cc1
    1.7	0.1	-0.2	8.2
50: COc1ccc(C(=O)Oc2ccc(C(=S)N3CCCCC3)cc2)cc1
    4.7	0.6	-0.1	-0.1
51: COc1ccc(OCc2nc(C#N)c(NCC(C)C)o2)cc1
    11.1	3.0	-0.1	16.1
52: Cc1nccn1CCN(C)Cc1c(C(=O)N2C[C@@H](C)O[C@@H](C)C2)nc2ccc(Cl)cn12
    4.7	1.0	0.1	6.2
53: Cn1c(=O)[nH]c(=O)c2[nH]c(CN3CCN(c4cccc(Cl)c4)CC3)nc21
    1.8	-0.5	-0.1	1.3
54: O=[N+]([O-])c1ccccc1CN1CCN(CC2CC3C=CC2C3)CC1 (stereo unspecified)
    6.4	-0.4	-0.2	66.6*
55: COc1ccc(C2=CC3=C(Br)C(=O)C(C)(OC(=O)c4ccc(Cl)nc4)C(=O)C3=CO2)cc1 (stereo unspecified)
    x	-1.9	0.0	-2.5
56: Cc1ccc2oc(C(=O)N3CCN(c4ccc(F)cc4)CC3)cc2n1
    -2.8	-1.0	0.0	-8.4
57: CC(C)(C)n1nnnc1CN1CCC(NC(=O)C2CCCCC2)CC1
    4.7	-0.5	0.1	21.8
58: Cc1occc1C(=O)NCc1cccs1
    -3.8	-0.1	0.2	-7.9
59: CCC1CN(CCNC(=O)[C@H](CC(C)C)NC(C)=O)Cc2cc(OC)ccc2O1 (stereo partly specified)
    -2.8	1.7	-0.1	2.2
60: CC(=O)Nc1ccc(NC(=O)C(c2ccccc2)c2ccccc2)cc1
    5.5	-0.9	0.9	7.3

The final 5 records of the part before lead into the next.
Each structure is followed by: TEAD-YAP block	GPR151 activ	FBW7 act	MITF inh
56: Cc1ccc2oc(C(=O)N3CCN(c4ccc(F)cc4)CC3)cc2n1
    -2.8	-1.0	0.0	-8.4
57: CC(C)(C)n1nnnc1CN1CCC(NC(=O)C2CCCCC2)CC1
    4.7	-0.5	0.1	21.8
58: Cc1occc1C(=O)NCc1cccs1
    -3.8	-0.1	0.2	-7.9
59: CCC1CN(CCNC(=O)[C@H](CC(C)C)NC(C)=O)Cc2cc(OC)ccc2O1 (stereo partly specified)
    -2.8	1.7	-0.1	2.2
60: CC(=O)Nc1ccc(NC(=O)C(c2ccccc2)c2ccccc2)cc1
    5.5	-0.9	0.9	7.3
61: COc1cccc(-n2c(/C=C3\C(=O)N(C)c4ccc(C)cc43)nc3ccccc3c2=O)c1
    16.1	-1.5	0.2	-0.4
62: Cc1oc(-c2ccccc2)cc1C(=O)Nc1ccc(N(C)C)cc1
    -0.9	0.2	-0.5	13.3
63: CCc1nn(-c2ccccc2)c2nc(-c3ccc([N+](=O)[O-])cc3)c3cc(OC)c(OC)cc3c12
    9.3	0.2	-0.1	1.0
64: C#CC(C)(C)OC(=O)Nc1ccccc1
    -5.0	-1.5	0.6	17.2
65: Cc1cccc(NC(=O)Cn2c(=O)oc3cc(Cl)ccc32)c1C
    17.9	0.4	0.2	9.7
66: COc1ccccc1NC(=O)c1ccc2c(c1)N(CC#N)C(=O)C(C)(C)O2
    -4.2	0.3	0.0	15.4
67: Cc1cc(-n2c(SCc3cc(=O)n4ccccc4n3)nc3n[nH]c(C)c3c2=N)ccc1Cl
    -13.9	0.2	0.7	3.4
68: O=C(N/N=C/c1ccc(F)cc1)C(=O)Nc1cccc(Cl)c1
    0.6	5.0*	-0.1	9.8
69: COc1cccc(CC(C2CCN(C(=O)CCNC(C)=O)CC2)N(C)C(=O)CC(C)C)c1 (stereo unspecified)
    4.2	0.7	0.1	6.2
70: O=C(NC[C@@H]1CCCN(C(=O)c2ccccn2)C1)c1ccco1
    3.3	-0.1	0.0	5.8
71: O=C(NCC1Cc2cc(-c3cccnc3)ccc2O1)c1cc2ccccc2[nH]1 (stereo unspecified)
    -22.7	-1.7	0.0	-4.2
72: CC(C)Oc1ccccc1C1Nc2ccccc2NC2=C1C(=O)CC(c1ccc(Cl)cc1)C2 (stereo unspecified)
    -1.4	0.6	0.1	-11.8
73: Cc1cc2c(cc1S(=O)(=O)NC1CCCc3ccccc31)OCCN2C (stereo unspecified)
    7.3	2.1	0.1	12.9
74: COc1cc(/C=N/NC(=O)CNc2cccc(C)c2)cc(I)c1O
    5.5	-1.0	-0.1	-12.3
75: COc1ccc(C2CC(=O)C3=C(C2)Nc2ccccc2NC3c2ccc(C)o2)cc1 (stereo unspecified)
    -52.9	-1.4	-0.1	-3.1
76: COc1cc(/C=N/NC(=O)c2cccc3ccccc23)cc(OC)c1O
    6.0	-1.1	0.0	-4.5
77: COc1cccc(-c2cnc(NCc3ccccc3Cl)n2C)c1
    -7.9	0.6	0.2	39.6
78: CC1Cc2ccccc2N1C(=O)CCNS(=O)(=O)c1cc(Br)cnc1N (stereo unspecified)
    -8.4	-1.7	0.1	21.2
79: CCOc1ccc(CN2CCN(Cc3cccc4nonc34)CC2CCO)cc1 (stereo unspecified)
    5.3	-1.2	0.2	7.9
80: CCCn1nnc(NC(=O)COc2ccc(Br)cc2)n1
    3.6	4.1	0.1	4.3

Structural class, the entries above containing a COOH group.
Each structure is followed by: TEAD-YAP block	GPR151 activ	FBW7 act	MITF inh
3: O=C(O)CCS(=O)(=O)c1ccc2[nH]c(=O)oc2c1
    -9.3	-1.6	0.0	-8.7
25: O=C(O)CCC(=O)c1ccc(I)cc1
    -0.2	-0.5	-0.1	8.7

Further records.
Each structure is followed by: TEAD-YAP block	GPR151 activ	FBW7 act	MITF inh
81: Cn1c(-c2cccnc2)nn(C2CC(=O)C3OCC2O3)c1=S (stereo unspecified)
    -4.0	-0.2	0.1	-7.7
82: COc1cc(OC)cc(C(=O)NC(C)CCc2ccccc2)c1 (stereo unspecified)
    8.1	1.5	-0.1	-6.4
83: Cc1cc(Cl)ccc1OCCCC(=O)NCc1ccco1
    0.6	0.5	0.0	11.6
84: CC1=C(C#N)C(C(F)(F)F)(C(F)(F)F)N=C(c2cccc(C)c2)N1
    3.4	-0.1	-0.1	3.8
85: COc1ccc(N2C(=O)C3CCCN3C2c2ccc(F)cc2)cc1 (stereo unspecified)
    10.2	0.8	0.1	3.2
86: O=[N+]([O-])c1cccc(-c2nc3c4ccccc4nc(SCc4ccc(Cl)cc4)n3n2)c1
    -14.3	0.2	0.0	-13.7
87: CC(C)c1nnc(NC(=O)c2ccc([N+](=O)[O-])c(Cl)c2)s1
    -15.2	-1.3	1.0	12.7
88: CC(O)C12c3ccccc3C(c3ccccc31)C1C(=O)N(Cc3ccccc3)C(=O)C12 (stereo unspecified)
    -2.9	-0.8	-0.1	10.2
89: C=CCn1c(=O)c2c(nc3n(Cc4ccccc4)c(C)cn23)n(C)c1=O
    2.2	0.1	-0.1	-7.9
90: O=C(CSc1nc2c(sc(=S)n2CC2CCCO2)c(=O)n1-c1ccc(F)cc1)NCc1ccco1 (stereo unspecified)
    -5.3	-1.2	-0.1	2.4
91: COc1cc(N2C(=O)C3C4C=CC(C4)C3C2=O)c(OC)cc1Cl (stereo unspecified)
    -1.9	2.2	-0.3	16.0
92: Cc1nc2ccc(Br)cn2c1C(=O)NCC(C)C
    1.8	0.4	-0.1	13.1
93: O=C(OCCOc1ccc(Br)cc1)c1ccc(O)cc1
    -17.2	0.9	0.1	4.9
94: Cc1ccc(C)c2[nH]c(=O)c(CCNS(=O)(=O)c3ccc([N+](=O)[O-])cc3)cc12
    3.9	0.1	0.1	0.8

Source: PubChem
